Screening data (PubChem)
TEAD-YAP inh – TEAD-YAP interaction inhibition; AID 1259422; actives 1.4% (n = 640,000); inhibition, % at 9.12 µM; HEK-TIYL cells, TEAD-Gal4/YAP UAS-luciferase luminescence; in the data active = inhibition above about 32%;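 also: 0% = median of test compound wells and 100% = reference inhibitor wells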
GPR151 ag – activates the human receptor GPR151; Q8TDV0; PathHunter beta-arrestin GPR151 cells, luminescence; activation, % at 11.2 µM; actives 1% (n = 650,000); in the data active = activation above about 4.9%;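 also: 0% = median of compound wells and 100% = cells with positive control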
FBW7 act – human FBW7 E3 ligase activation, primary screen | AID 1259310 | normalized activity (activation), % at 26.1 µM | actives 0.13% (n = 650,000) | AlphaScreen FBW7–phospho-cyclin E peptide binding, activator screen; in the data active = normalized activity above about 1.9%;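 also: purified mutant Fbw7 with reduced substrate affinity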
Target sequence (Q969H0 whole entry, looked up): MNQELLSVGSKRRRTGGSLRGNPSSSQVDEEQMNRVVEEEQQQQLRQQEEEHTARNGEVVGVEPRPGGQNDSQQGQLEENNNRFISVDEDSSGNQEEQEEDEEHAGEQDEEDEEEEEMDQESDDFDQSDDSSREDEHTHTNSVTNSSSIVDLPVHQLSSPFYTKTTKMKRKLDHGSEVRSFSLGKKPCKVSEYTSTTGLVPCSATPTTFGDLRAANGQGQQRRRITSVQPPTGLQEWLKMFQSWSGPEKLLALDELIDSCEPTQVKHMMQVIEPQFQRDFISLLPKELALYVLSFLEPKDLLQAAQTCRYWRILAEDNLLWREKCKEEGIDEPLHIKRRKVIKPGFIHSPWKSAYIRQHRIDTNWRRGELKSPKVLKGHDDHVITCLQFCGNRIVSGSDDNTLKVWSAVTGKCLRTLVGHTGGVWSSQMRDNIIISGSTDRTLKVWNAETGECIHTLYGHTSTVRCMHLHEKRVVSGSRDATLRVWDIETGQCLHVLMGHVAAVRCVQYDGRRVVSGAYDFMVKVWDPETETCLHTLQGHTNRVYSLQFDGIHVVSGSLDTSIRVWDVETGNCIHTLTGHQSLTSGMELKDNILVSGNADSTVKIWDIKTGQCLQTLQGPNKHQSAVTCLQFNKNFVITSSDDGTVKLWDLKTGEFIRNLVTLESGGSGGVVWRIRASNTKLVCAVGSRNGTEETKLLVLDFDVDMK
MITF primary – human MITF inhibition, primary screen; AlphaScreen MITF homodimerization, bead proximity signal; actives 0.91% (n = 650,000); inhibition, % at 2.6 µM; in the data active = inhibition above about 50%;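 also: 0% = vehicle wells with protein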
Starred values were filed as active, the others as inactive.

Each structure is followed by: TEAD-YAP inh | GPR151 ag | FBW7 act | MITF primary
> O=C(CNCc1cccs1)Nc1ccc(N2CCCCCC2)cc1
 : -9 | -0.5 | 0.1 | -4
> N#CC1=C(N)Oc2n[nH]c(-c3cccs3)c2C1c1ccc(OCc2ccccc2F)cc1 (centres undefined)
 : -20 | 1.7 | -0.1 | 15
> CN(C)C(=O)CCC(=O)N1CCC(C(Cc2ccc(F)cc2F)N(C)C(=O)C2CC2)CC1 (centres undefined)
 : 5 | -0.3 | -0.2 | 8
> Cc1cccc(NC(=O)c2cc3n(n2)C(C(F)(F)F)CC(c2ccc4c(c2)OCO4)N3)c1 (centres undefined)
 : -3 | 0.1 | 0.0 | 13
> CCOc1cccc(C2CC(c3ccc(Cl)cc3)=NC(c3ccccc3Cl)N2)c1O (centres undefined)
 : 19 | 1.5 | -0.3 | -1
> CC(C)=CC(=O)N1CCC(N2CCC(C(=O)NCc3ccccn3)CC2)CC1
 : -3 | -1.5 | -0.1 | 7
> FC(F)(F)c1ccc(N2CCN(c3ccccc3)CC2)nc1
 : -17 | 0.5 | 0.0 | -2
> COC(=O)C1CCCCN1Cc1nc(N)c2ccc(Cl)cc2n1 (centres undefined)
 : -30 | 0.7 | -0.1 | 4
> O=C(CSc1ncnc2sc(-c3ccccc3)cc12)Nc1c(Cl)cccc1Cl
 : 1 | -0.2 | -0.2 | -4
> N#CCCc1cccc(NC(=O)c2cc3n(n2)C(C(F)(F)F)CC(c2ccc(Cl)cc2)N3)c1 (centres undefined)
 : -10 | -0.4 | 0.0 | -9

Single records, as listed above.
Results for `O=C(CNCc1cccs1)Nc1ccc(N2CCCCCC2)cc1` → TEAD-YAP inh = -9; GPR151 ag = -0.5; FBW7 act = 0.1; MITF primary = -4
Results for `N#CC1=C(N)Oc2n[nH]c(-c3cccs3)c2C1c1ccc(OCc2ccccc2F)cc1` (centres undefined) → TEAD-YAP inh = -20; GPR151 ag = 1.7; FBW7 act = -0.1; MITF primary = 15
Results for `CCOc1cccc(C2CC(c3ccc(Cl)cc3)=NC(c3ccccc3Cl)N2)c1O` (centres undefined) → TEAD-YAP inh = 19; GPR151 ag = 1.5; FBW7 act = -0.3; MITF primary = -1

Additional structures follow.
Each structure is followed by: TEAD-YAP inh | GPR151 ag | FBW7 act | MITF primary
> COc1cc(/C=C2/N=C(c3ccc(F)cc3)OC2=O)ccc1OCc1ccccc1
 : 3 | -0.8 | -0.1 | 7
> CCOc1ccc(C(=O)O/N=C(\N)c2ccc([N+](=O)[O-])cc2)cc1OCC
 : -4 | 1.4 | -0.3 | -9
> CCSc1nnc(-c2cccnc2)n1-c1ccccc1F
 : 7 | 0.3 | -0.1 | 2
> CCC(=O)N1N=C(c2ccccc2)CC1c1ccc(OC)cc1 (centres undefined)
 : -33 | 0.1 | 0.0 | -3
> CCOC(=O)CC(NS(=O)(=O)c1ccc(Cl)cc1)c1ccc(C)cc1 (centres undefined)
 : 2 | 0.3 | -0.1 | -1
> O=C(/C=C/c1ccc(Cl)cc1)NCc1ccco1
 : -23 | 0.4 | 0.0 | -6
> COc1cc([N+](=O)[O-])ccc1NC(=S)NNC(=O)OC(C)(C)C
 : -8 | 0.8 | 0.3 | 14
> COc1cccc(/C=N/NC(=O)C(=O)N2CCCC2)c1O
 : -5 | 2.2 | -0.1 | -76
> O=C(Nc1cc2c3c(c1)CCN3C(=O)CC2)c1ccc(-c2ccccc2)cc1
 : -1 | 0.5 | -0.1 | 12
> CN(Cc1ccccc1)C(=O)c1ccc2c(=O)n(-c3ccccc3)c(SCc3nc4ccccc4[nH]3)nc2c1
 : -4 | -0.6 | -0.1 | 19
> COc1cccc(C(=O)NC(=S)Nc2ccccc2F)c1
 : -68 | 0.0 | -0.1 | 11
> CC(=O)c1c(C)[nH]c(C(=O)CSc2nnc(-c3cccs3)o2)c1C
 : 1 | -0.5 | 0.4 | -3
> CC1=C(C(=O)OC(C)(C)C)C(c2ccc(Cl)cc2)C(C#N)=C(SCC(=O)Nc2ccc(C)c(Cl)c2)N1 (centres undefined)
 : 3 | -0.3 | 0.0 | -2
> O=C(NC1(c2ccccc2)CC1)N1CCN(c2ccc(F)cc2)CC1
 : 6 | -0.2 | 1.0 | 19
> COCCNC(=O)C(C)n1c(C)c2cnn(-c3ccccc3)c(=O)c2c1C (centres undefined)
 : -2 | 0.5 | 0.0 | 4
> COc1ccc(-c2csc(N3C(=N)SCC3=O)n2)cc1
 : -75 | -1.9 | 0.0 | -13
> Cc1cc(C)c(NC(=O)C(C)Sc2nnc(NC(=O)c3ccccc3C(=O)O)s2)c(C)c1 (centres undefined)
 : -6 | -0.3 | -0.1 | -2
> CCCOC(=O)c1ccc(NC(=S)NC(=O)c2ccc(Cl)cc2)cc1
 : -10 | -0.3 | 0.0 | 5
> CCN(CCCn1c(=S)[nH]c2cc3ccccc3cc2c1=O)c1cccc(C)c1
 : -5 | 1.8 | 0.1 | -12
> Cc1cc(Nc2ccc3c(c2)OCO3)nc(N2CCN(Cc3ccc4c(c3)OCO4)CC2)n1
 : 8 | -1.1 | -0.3 | 26
> O=C(COC(=O)C(c1ccccc1)c1ccccc1)c1ccc(Br)cc1
 : -3 | 0.0 | -0.1 | 0
> CSC1=NCCN1C(=O)c1c(F)cccc1F
 : 7 | -0.6 | 0.1 | 5
> Cc1cc2c(cc1S(=O)(=O)NC1CCCC(C)C1C)OCC(=O)N2 (centres undefined)
 : -9 | -0.1 | 0.0 | -11
> O=C1NC(=Nc2ccccc2Cl)S/C1=C/c1ccc(Cl)cc1
 : 1 | -2.0 | -0.1 | -1
> Cc1c(C(=O)C(=O)NCc2cccnc2)c2ccccc2n1C
 : 8 | -0.3 | -0.2 | 5
> O=C(c1ccccc1C(F)(F)F)N(c1ccccc1)C1C=CS(=O)(=O)C1 (centres undefined)
 : 8 | 3.5 | -0.1 | 1
> Cc1cnc(-c2ccc(C(=O)N3CCN(C)CC3)cc2)nc1NCCO
 : -3 | -0.6 | 0.0 | -6
> COC(=O)C1=CN(Cc2ccccc2)C=C(C(=O)OC)C1c1cccc([N+](=O)[O-])c1
 : 0 | -0.9 | -0.6 | -7
> COC(=O)c1cc(OC(=O)c2ccc(OC)c(OC)c2)n(C)n1
 : 6 | -0.7 | -0.7 | 14
> COc1ccc(/C=N/NC(=O)C23CC4CC(CC(C4)C2)C3)cc1OC
 : -37 | -0.8 | -0.1 | 3
> CCC[C@@H]1NC(=O)[C@H]2CN(C(=O)NC3CCCCC3)CCN2C1=O
 : 5 | 0.7 | 0.1 | 77*
> Cc1ccc(NC(=O)Cn2ccn(-c3cccc(Cl)c3)c(=O)c2=O)c(C)c1
 : 13 | -0.9 | 0.0 | 1
> CCOc1ccc2c(=O)c(-c3ccc4c(c3)OCCO4)c(C)oc2c1C
 : -16 | 1.3 | 0.0 | -2
> O=C(CCc1nnc(-c2ccc3c(c2)OCO3)o1)N1CCC(Cc2ccccc2)CC1
 : -66 | -0.5 | 0.5 | 4
> CC(C)(Oc1ccc(Cl)cc1)C(=O)OCC(=O)N1CCc2ccccc21
 : 7 | -1.4 | 0.0 | 1
> O=C(CN1C(=O)NC2(CCc3ccccc32)C1=O)N1CCCC1 (centres undefined)
 : 1 | 1.4 | -0.1 | 3
> CCOC(=O)C1=C(N)n2c(s/c(=C\c3ccc(Br)cc3)c2=O)=C(C#N)C1c1ccc(Br)cc1 (centres undefined)
 : 5 | 1.0 | 0.2 | 11
> O=[N+]([O-])c1cc(Br)cc2cc[nH]c12
 : -7 | 0.0 | -0.2 | 12
> Cc1ccc(-c2ccc(=O)n(CC(=O)NCc3ccco3)n2)cc1
 : 6 | -1.6 | -0.2 | 7
> CCOC(=O)c1c(-c2ccccc2)csc1/N=C/C1C(=O)CC(C)(C)CC1=O
 : 0 | -1.1 | -0.3 | -1
> COC(=O)c1nc2n(n1)C(c1ccccc1OC)C1=C(CCCC1=O)N2 (centres undefined)
 : -1 | 0.1 | 0.8 | -10
> Cc1ccccc1NC(=O)CN(C)S(=O)(=O)c1ccc2c(c1)n(C)c(=O)c(=O)n2C
 : -40 | -0.1 | -0.3 | 0
> Cc1cccc(NC(=O)Cn2c(=O)oc3cc(Cl)ccc32)n1
 : 3 | -1.1 | 0.7 | 3
> CCN(CC)c1ccc2cc(C(N)=O)c(=Nc3ccc(C(N)=O)cc3)oc2c1
 : 0 | -0.2 | 0.2 | -21
> COc1ccc(-c2nc(Nc3ccc(F)cc3F)c3ccccc3n2)cc1OC
 : -11 | 1.0 | 0.0 | 1
> C=CCOc1ccc(C2/C(=C(/O)c3ccc(OCC)c(C)c3)C(=O)C(=O)N2CCN2CCOCC2)cc1 (centres undefined)
 : 0 | 0.4 | -0.4 | 15
> COc1ccc(NC(=O)c2cc(CNCc3ccccc3)cc(NC(C)=O)c2)cc1
 : 3 | -0.3 | -0.1 | -3
> O=Cc1ccccc1OCCN1CCCCC1
 : -1 | -0.2 | -0.1 | 23
> Cc1ccc(C)c(S(=O)(=O)NCCCC(=O)Nc2ccc(S(N)(=O)=O)cc2)c1
 : -3 | -0.4 | 0.1 | -3
> Cc1ccc(NC(=O)CSC2=C(C#N)C(c3cccc([N+](=O)[O-])c3)CC(=O)N2)cc1 (centres undefined)
 : -9 | -1.2 | 0.0 | 0

Further results follow:
Each structure is followed by: TEAD-YAP inh | GPR151 ag | FBW7 act | MITF primary
> CCc1ccc(Nc2c(-c3ccc(OC)cc3)c(=O)c2=O)cc1
 : 5 | -0.4 | 0.1 | 16
> O=C(NCc1ccccc1)C(=O)N/N=C/c1cccc2ccccc12
 : 5 | -0.7 | 0.1 | 12
> Oc1ccc(CCNc2nc(Nc3ccc(C(F)(F)F)cc3)nc3c2ncn3C2CCCCC2)cc1
 : 2 | -0.5 | 0.1 | -3
> O=S1(=O)CC(c2ccccc2)CS(=O)(=O)C1CN1CCCCC1 (centres undefined)
 : 5 | 2.3 | -0.2 | -2
> CN1CCN(S(=O)(=O)c2ccc(Oc3ccc(F)cc3Br)nc2)CC1
 : -1 | 0.6 | 0.1 | -21
> CN1CCN(C(c2ccc(Cl)cc2)c2nnnn2CCc2ccccc2)CC1 (centres undefined)
 : -3 | 0.1 | 0.0 | 4
> NC(=O)c1ccc(S(=O)(=O)N2CCCC2)cc1
 : -11 | 0.8 | 0.2 | 19
> NC(=O)C1CCN(C(=O)c2ccc3c(c2)nc(SCc2cccc([N+](=O)[O-])c2)n2c4ccccc4nc32)CC1
 : 4 | 1.0 | 0.0 | 0
> CCCN1CCCc2cc(CCNC(=O)c3ccccc3F)ccc21
 : -11 | 2.5 | -0.2 | -1
> CCOC(=O)c1sc2ncnc(NCc3ccccn3)c2c1C
 : 3 | -0.7 | 0.0 | 4
> CC(=O)N1CCN(CC(=O)NC(c2ccccc2)c2ccccc2)CC1
 : 0 | 0.3 | 6.2* | -4
> O=C1NC(c2ccccc2)=N/C1=C/c1ccc(Cl)cc1Cl
 : 7 | -0.2 | 0.0 | 9
> CCOc1ccc(/C(O)=C2/C(=O)C(=O)N(Cc3cccnc3)C2c2ccc(OC)cc2)c(C)c1 (centres undefined)
 : -8 | -0.7 | 0.0 | -17
> O=C(CCCN1CCC2(CC1)C(=O)NC(=O)C2c1ccc(F)cc1)c1ccc(F)cc1 (centres undefined)
 : 9 | -0.2 | 0.8 | -2
> Cc1nc2sc(C(N)=O)c(N)c2c(C)c1CC(=O)c1ccccc1
 : 10 | -0.6 | 0.0 | 6
> O=C(NC1CCC(O)CC1)c1ccc(Sc2ccccc2)c([N+](=O)[O-])c1 (centres undefined)
 : 0 | 1.4 | 0.1 | 5
> CNS(=O)(=O)c1ccc(NCC(c2ccc(OC)cc2)N(C)C)c([N+](=O)[O-])c1 (centres undefined)
 : 2 | 2.2 | -0.3 | 7
> C=CCn1c(N2CCCC2)nc2c1c(=O)n(C)c(=O)n2C
 : -1 | 0.8 | 0.0 | 0
> CCCNc1nc(Nc2ccc(C(F)(F)F)cc2)nc2c1ncn2-c1ccsc1
 : 1 | 0.0 | 0.1 | 3
> Cc1cc(N2CCN(c3ccc(F)cc3)CC2)nc(-n2cc([N+](=O)[O-])cn2)n1
 : 1 | -0.8 | 0.0 | -11
> N#C/C(=C\c1cccc(Br)c1)c1nc2ccccc2[nH]1
 : -30 | 2.9 | 0.0 | 2
> CC(=O)NCCC(=O)NCC1Cc2cc(-c3ccccc3C(C)=O)ccc2O1 (centres undefined)
 : 4 | 0.6 | 0.1 | 0
> CCSCCOC(=O)C1=C(C)NC(=O)NC1c1cccc([N+](=O)[O-])c1 (centres undefined)
 : 10 | 0.2 | 0.0 | 5
> O=C(CN1Cc2ccccc2C1=O)Nc1ccc(CN2CCOCC2)cc1
 : 12 | 0.5 | 0.6 | 7
> CCC1CCCCN1C(=O)c1ccc(N2CC3CC(C2)c2cccc(=O)n2C3)c(NS(=O)(=O)c2ccc(NC(C)=O)cc2)c1 (centres undefined)
 : -11 | 1.0 | -0.1 | -10
> O=Cc1ccc(-c2ccc(S(=O)(=O)N3CCOCC3)cc2)o1
 : 0 | -1.3 | 0.0 | 12
> CS(=O)(=O)c1cccc(CNc2ccnc(Nc3ccc(N4CCOCC4)cc3)c2)c1
 : 5 | 0.7 | -0.4 | 12
> Cc1sc2nc(SCC(=O)NCC3CCCO3)n(-c3ccccc3)c(=O)c2c1C (centres undefined)
 : -4 | -1.4 | -0.2 | -10

2 entries from above in another layout:
SMILES	TEAD-YAP inh	GPR151 ag	FBW7 act	MITF primary
CN1CCN(S(=O)(=O)c2ccc(Oc3ccc(F)cc3Br)nc2)CC1	-1	0.6	0.1	-21
CN1CCN(C(c2ccc(Cl)cc2)c2nnnn2CCc2ccccc2)CC1 (centres undefined)	-3	0.1	0.0	4
